From PubChem
OXTR ag = agonists of human oxytocin receptor; P30559; CHO-OTR cells, Fluo-8 calcium fluorescence; normalized: DMSO 0%, oxytocin 100%; activation, % at 3 µM; 0.32% of 320,000 active;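 active means activation above the mean of all tested compounds plus 3 SD, cutoff set per screening run, cut at about 20% in these data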;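 further: peak over basal fluorescence ratio from a 100 s FLIPR kinetic read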
Target sequence (P30559 whole entry, looked up): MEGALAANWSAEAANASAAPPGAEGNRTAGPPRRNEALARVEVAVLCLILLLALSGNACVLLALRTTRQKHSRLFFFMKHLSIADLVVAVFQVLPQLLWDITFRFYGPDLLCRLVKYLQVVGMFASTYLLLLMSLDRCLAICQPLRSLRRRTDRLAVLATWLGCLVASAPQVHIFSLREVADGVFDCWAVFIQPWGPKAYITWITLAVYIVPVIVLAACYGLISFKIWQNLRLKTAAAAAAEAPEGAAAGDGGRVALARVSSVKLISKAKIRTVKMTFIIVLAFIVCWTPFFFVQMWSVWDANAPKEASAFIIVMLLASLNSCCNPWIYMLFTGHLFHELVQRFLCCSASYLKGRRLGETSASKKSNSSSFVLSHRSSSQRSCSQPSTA
TAAR1 antag = antagonists of human TAAR1 | AID 624466 | Q96RJ0 | 1.5% of 360,000 active | inhibition, % at 3 µM | CHO RD-HGA16 TAAR1, Fluo-8 calcium fluorescence, antagonist;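 active means inhibition above a per-plate cutoff, the mean inhibition of test compounds on that plate plus 3 SD, cut at about 49% in these data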;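 further: 0% = DMSO plus EC80 beta-PEA response and 100% = DMSO alone without agonist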
Target sequence (Q96RJ0 whole entry, looked up): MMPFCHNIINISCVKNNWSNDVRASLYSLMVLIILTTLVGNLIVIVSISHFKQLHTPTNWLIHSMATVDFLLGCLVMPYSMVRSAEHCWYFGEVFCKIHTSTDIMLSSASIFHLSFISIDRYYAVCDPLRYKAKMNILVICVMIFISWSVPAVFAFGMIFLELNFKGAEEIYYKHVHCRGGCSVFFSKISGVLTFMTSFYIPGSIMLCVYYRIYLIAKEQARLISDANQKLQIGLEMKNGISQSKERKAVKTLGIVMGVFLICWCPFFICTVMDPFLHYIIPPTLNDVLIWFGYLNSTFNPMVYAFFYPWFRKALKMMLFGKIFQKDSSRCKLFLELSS
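Material: CHO RD-HGA16 cells bearing hTAAR1; compound dosing: one-point dosing, 3 µM nominal final; schedule: dye loading 75 min at 37 °C, then 30 min room temperature; measured by: calcium fluorescence with Fluo-8; control set: vehicle and agonist controls; replication: n of 1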
OXTR potentiator = human OXTR potentiation | P30559 | CHO-OTR cells, Fluo-8 calcium fluorescence, potentiator mode; 0% = oxytocin EC15, 100% = EC100 | activation, % at 3 µM | 0.061% of 320,000 active;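 active means activation above that plate's cutoff, the mean activation of tested compounds plus 3 SD, cut at about 6.6% in these data, passing the limit was not always enough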;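 further: 100% uses oxytocin at 75 nM as the full agonist control; some results filed as inactive read as strong as hits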
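Material: CHO-OTR cells, human receptor; compound dosing: single dose, 3.0 µM nominal final compound concentration; schedule: 6 min compound pre-incubation at room temperature, 100 s kinetic read; measured by: kinetic Fluo-8 calcium fluorescence; read-out basis: % activation vs EC15 and EC100 oxytocin; controls: EC15 oxytocin alone as 0%, 75 nM oxytocin as 100%; replicates: singlicate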
CHO-K1 Ca antag = counter-screen for M1 antagonists: effect in parental CHO-K1 cells; inhibition, % at 3 µM; ATP-induced calcium, Fluo-8 fluorescence; 0.6% of 360,000 active;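 active means inhibition above a per-plate cutoff, the plate's mean sample inhibition plus 3 SD, cut at about 24% in these data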;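 further: 0% = DMSO plus EC80 ATP and 100% = DMSO alone without ATP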
CHO-K1 Ca ag = counter-screen for M1 agonists: effect in parental CHO-K1 cells; Fluo-8 calcium fluorescence; scaled to maximal ATP response, vehicle zero; activation, % at 3 µM; 0.48% of 360,000 active; AID 602248; in the data active means activation above about 15%;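 further: untransfected CHO-K1 host cells lacking M1 receptor as counterscreen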
V1R ag counter = V1a receptor agonism, counter-screen for OXTR agonists | P37288 | CHO-V1R cells, Fluo-8 calcium fluorescence, agonist mode; 0% DMSO, 100% 3 nM vasopressin | activation, % at 3 µM | 0.25% of 320,000 active | AID 2797;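 active means activation above the mean activation of all tested compounds plus 3 SD, per screening run, cut at about 20% in these data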;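 further: signal is peak over basal fluorescence ratio across a 100 second FLIPR read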
M1 PAM parental = counter-screen for M1 PAMs: effect in parental CHO-K1 cells; AID 602247; activation, % at 3 µM; 0.02% of 360,000 active; ATP EC20, Fluo-8 calcium fluorescence; 0% at ATP EC20, 100% at ATP max;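 active means activation above the run cutoff, the mean activation of all test compounds plus 3 SD, cut at about 40% in these data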;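 further: peak over basal fluorescence ratio in a 140 s read after ATP addition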
GPR7 antag = human neuropeptides B/W receptor 1 antagonism; P48145; GPR7-expressing cells, fluorescence antagonist assay; inhibition, % at 4.4 µM; 1.1% of 290,000 active; AID 1861; in the data active means inhibition above about 16%, passing the limit was not always enough;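 further: cells stimulated with the agonist NPW; 0% = agonist with vehicle and 100% = vehicle without agonist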
Target sequence (P48145 whole entry, looked up): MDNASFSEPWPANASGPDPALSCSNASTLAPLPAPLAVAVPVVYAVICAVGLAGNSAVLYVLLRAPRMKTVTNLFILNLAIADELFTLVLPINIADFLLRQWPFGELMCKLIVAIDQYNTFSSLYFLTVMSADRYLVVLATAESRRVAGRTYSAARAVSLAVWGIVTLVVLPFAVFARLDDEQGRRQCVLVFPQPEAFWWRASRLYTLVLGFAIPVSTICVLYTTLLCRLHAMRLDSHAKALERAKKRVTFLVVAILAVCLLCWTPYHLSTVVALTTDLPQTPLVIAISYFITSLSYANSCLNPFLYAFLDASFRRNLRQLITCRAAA
CHO parental Ca = counter-screen: ATP calcium response change in parental CHO cells; parental CHO-K1, ATP-induced calcium, Fluo-8 fluorescence; inhibition, % at 5.6 µM; 0.63% of 330,000 active;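 active means inhibition above that plate's mean sample inhibition plus 3 SD, cut at about 26% in these data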;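 further: 0% = ATP-challenged DMSO wells and 100% = DMSO wells without ATP; some compounds past the cut are filed as inactive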
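Assay system – parental CHO cells · Reagent – ATP stimulus · Detection – intracellular calcium via Fluo-8 no-wash fluorescent dye · Evaluation – percent inhibition of ATP-evoked calcium rise, normalized to controls · Controls – ATP wells versus no-ATP DMSO wells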
* marks the source's active call; other numbers are inactive results; . = not tested or not shown. Rows are unselected; about 3.5% have a hit in one of these screens.

item | SMILES | OXTR potentiator | CHO parental Ca | OXTR ag | GPR7 antag | V1R ag counter | CHO-K1 Ca ag | CHO-K1 Ca antag | M1 PAM parental | TAAR1 antag
1 | O=C(Nc1cc(C(F)(F)F)ccc1F)C1Cc2c(-c3ccccc3Oc3ccccc3)ccnc2O1 (stereo unspecified) | . | . | . | . | . | -0.1 | -8 | 17 | -14
2 | Cc1ccc2[nH]c3c(c2c1)SC(C)(C)CC3=O | -7 | -2 | -1.8 | -7 | -1.0 | 1.5 | -9 | 20 | 6
3 | O=C(NCCO)c1ccc2nc(Cc3cccc(Cl)c3)oc2c1 | -2 | 5 | 0.4 | -11 | 0.6 | 8.2 | 5 | 1 | -3
4 | COc1ccc(CN2CCC(=O)NC2=O)cc1 | -7 | -1 | 1.1 | -5 | -0.5 | 1.0 | -26 | 16 | 9
5 | O=C(CCc1ccccn1)N1CCCC(N2CCN(c3cccc(C(F)(F)F)c3)CC2)C1 (stereo unspecified) | -5 | -22 | -0.9 | -7 | -0.8 | 0.8 | -8 | 1 | -5
6 | O=C(Cn1cnc2ccccc2c1=O)c1ccc(OC(F)F)cc1 | -9 | -13 | 0.2 | 6 | 1.5 | 0.9 | -13 | 15 | -6
7 | Cc1csc(=Nc2ccccc2)n1CCCN1CCCC1=O | -6 | -20 | 0.4 | -6 | 0.4 | 0.9 | -23 | -1 | -12
8 | OC(CC1CC12c1ccccc1-c1ncccc12)(c1ccccc1)c1ccccc1 (stereo unspecified) | -3 | -22 | -1.1 | 1 | 1.1 | 3.3 | -6 | 19 | -2
9 | C/C(=N\NC(=O)c1nnn(-c2nonc2N)c1CN1CCC(C)CC1)c1ccc(Br)cc1 | . | . | . | . | . | 0.1 | -1 | 5 | -23
10 | CCOC(=O)C1(C(F)(F)F)N=C(C(F)(F)F)Nc2cc(C)c(C)cc21 (stereo unspecified) | 4 | -12 | -2.4 | -8 | -1.5 | -0.5 | -2 | 17 | -36
11 | CCCn1nc(C(=O)Oc2ccc3c(C)cc(=O)oc3c2)c2ccccc2c1=O | -2 | -8 | 0.3 | -2 | 0.0 | 0.3 | 2 | -12 | -21
12 | Cn1c(N)c(C(=O)CSc2nc3ccccc3[nH]2)c(=O)n(C)c1=O | 2 | -21 | 1.8 | -13 | 0.1 | 1.0 | -13 | 10 | -5
13 | O=C(Nc1cccc(Br)c1)c1cc(=O)c2ccccc2o1 | 3 | -10 | 1.1 | -3 | 0.0 | 0.3 | 1 | -16 | -5
14 | CCN1CCN(CCNC(=O)c2ccc(/C=C3/Sc4ccccc4N(Cc4cccc(C)c4)C3=O)cc2)CC1 | -7 | 13 | 5.4 | 3 | 9.1 | 10 | 0 | 15 | 61*
15 | Cc1cccc(Cc2nnc(CCC(=O)N(CC3CC3)CC3CCCO3)o2)c1 (stereo unspecified) | -11 | -14 | -0.5 | 1 | -0.1 | 10 | 0 | 20 | -12
16 | O=C1C2CCCN2C(c2ccccc2)N1c1nccs1 (stereo unspecified) | -12 | 1 | -0.4 | -4 | 1.1 | 0.1 | -2 | -6 | 5
17 | CCN(C[C@H]1N[C@@](CC)(C(=O)OC)[C@H]2C(=O)N(Cc3ccccc3)C(=O)[C@@H]12)C(=O)NC(C)C | 6 | -17 | 0.4 | . | -1.0 | -0.6 | 5 | -14 | -6
18 | COC(=O)/C=c1/s/c(=C(\C#N)C(=O)NCc2ccco2)n(-c2ccc(C)cc2)c1=O | -12 | -9 | 1.4 | -2 | 4.0 | 0.1 | -12 | 6 | -8
19 | Cc1ccc(-n2nc(C)cc2NC(=O)c2ccc(C)s2)cc1 | -3 | -13 | -1.6 | -9 | 0.1 | 0.4 | -7 | 14 | 3
20 | COc1ccc(CCNc2oc(COc3ccccc3)nc2C#N)cc1 | -4 | 2 | 1.3 | 0 | 0.0 | 1.3 | 21 | -7 | 24
21 | CCc1nnc(NC(=O)CSc2nccn2-c2cc(C)cc(C)c2)s1 | -7 | -9 | -0.8 | 1 | 1.6 | 0.2 | -4 | 10 | -27
22 | CCOC(=O)CSc1nnc(-c2cccc(Br)c2)o1 | -15 | 0 | -1.0 | 11 | 0.9 | 0.4 | -5 | 11 | 3
23 | C=C(C)c1cccc(C(C)(C)NC(=O)NCC2CCCO2)c1 (stereo unspecified) | -6 | -17 | -1.2 | -14 | -1.1 | 1.0 | -9 | 22 | -1
24 | CCCS(=O)(=O)c1c(S(=O)(=O)CCC)c2c(N)cccn2c1C(=O)c1ccccc1 | -5 | -15 | -1.7 | -9 | -0.6 | 0.9 | 20 | -7 | 14
25 | CN(C)S(=O)(=O)c1ccc(NC(=O)c2ccccn2)cc1 | -8 | 6 | 1.5 | -15 | 1.8 | -0.1 | 0 | 1 | -5
26 | CCN(C(=O)COC(=O)c1cccc(-n2cnnn2)c1)C1CCCCC1 | 0 | -1 | 0.4 | -7 | 1.1 | 2.5 | -4 | 1 | 10
27 | CCOC(=O)c1c(C)[nH]c(C(=O)CSc2nnc(C3CC3)n2N)c1C | -16 | -15 | -2.2 | 3 | 0.8 | -0.4 | -6 | 10 | -10
28 | O=C(Nc1ccccc1N1CCCCC1)C1CCN(C(=O)c2ccc(Cl)cc2)CC1 | 1 | -24 | -2.4 | . | -0.9 | -0.7 | -5 | -10 | -8
29 | CCc1[nH]nc2c1C(c1cccc(OC(=O)N3CCOCC3)c1)C(C#N)=C(N)O2 (stereo unspecified) | -4 | 3 | -0.3 | -6 | -0.3 | 0.4 | -15 | 9 | 2
30 | O=C1CCC/C(=N\NC(=O)c2ccc(COc3cccc4cccnc34)cc2)C1 | -2 | -17 | -1.1 | -8 | 0.5 | -0.1 | -8 | 14 | 16
31 | CC(NC(=O)C(Cc1ccccc1)NC(=O)c1ccccc1)C(=O)O (stereo unspecified) | 1 | 3 | -0.4 | -13 | -0.2 | -0.1 | 4 | 8 | -5
32 | C=C(C(=O)c1ccccc1)C(NC(C)(C)C)c1ccccc1 (stereo unspecified) | . | . | . | . | . | 0.9 | -16 | 18 | -2
33 | CCc1ccc(OCC(=O)NC(=S)Nc2cccc(CO)c2)c(Br)c1 | -8 | -20 | -1.0 | -3 | 0.1 | 0.1 | -15 | 0 | 1
34 | CCCS(=O)(=O)Nc1c(OC)ccc2c1c(C(=O)OCC)c(C)n2C | -6 | -29 | -1.3 | 0 | -1.5 | 0.3 | -2 | 8 | -5
35 | CC(c1ccc(Br)cc1)N1CC23C=CC(O2)C(C(=O)O)C3C1=O (stereo unspecified) | 2 | -2 | -0.2 | -19 | 0.3 | 0.0 | 3 | 7 | 5
36 | CN(C)/N=C1\CCS(=O)(=O)c2sccc21 | -11 | -10 | 1.2 | -5 | 0.8 | 0.3 | -10 | 13 | 9
37 | CC1CCCC(CC(=O)O)(CC(=O)O)C1 (stereo unspecified) | -2 | 7 | -0.1 | -10 | 0.9 | 0.2 | -4 | 3 | -15
38 | O=C(COc1ccc2c(c1)OCO2)NC12CC3CC(CC(C3)C1)C2 | -21 | -11 | -2.4 | -10 | -0.5 | 0.5 | -11 | 19 | 22
39 | O=C(CSc1ccc2nnc(-c3cccnc3)n2n1)Nc1ccccc1C(F)(F)F | -4 | -5 | -0.6 | -6 | -0.5 | 0.5 | -3 | 3 | -23
40 | CC1CC(=O)Nc2ccc([N+](=O)[O-])cc2N1C (stereo unspecified) | 4 | 2 | -0.3 | -9 | -0.2 | 0.9 | -4 | 20 | -12
41 | O=C(CNC(=O)c1ccco1)NCC(=O)OC(C(=O)c1ccccc1)c1ccc(Cl)cc1 (stereo unspecified) | -6 | -16 | 0.8 | -10 | 0.4 | 1.0 | -18 | 23 | 15
42 | Cc1ccc(C)c(C(=O)COC(=O)c2cccc(N3C(=O)c4c(C)nc5ccccc5c4C3=O)c2)c1 | -5 | -14 | -1.2 | -6 | 0.0 | 0.8 | 2 | 5 | 19
43 | O=Cc1ccc(-c2ccc([N+](=O)[O-])cc2Cl)o1 | . | . | . | -8 | . | 7.6 | 11 | 7 | -2
44 | CC(=O)c1ccc(N2C(=O)CC(N3CCN(S(=O)(=O)c4cc(C)ccc4C)CC3)C2=O)cc1 (stereo unspecified) | -2 | -7 | 0.7 | . | 1.5 | 0.7 | -6 | -2 | 1
45 | COCc1c(C(=O)OCC(=O)N2c3ccccc3NC(=O)C2(C)C)oc2ccccc12 | . | . | . | 7 | . | 4.3 | 30* | -4 | 47
46 | CCc1ccc(Oc2cc(C)nc(N)n2)cc1 | -11 | -9 | -0.8 | -7 | -0.3 | 0.0 | -6 | -4 | -4
47 | C[C@H]1COc2cc(N3CCSCC3)ccc2S(=O)(=O)N1 | . | . | . | . | . | 0.9 | -16 | 12 | -2
48 | O=c1c(=O)n(CCO)n(CCO)c(=O)n1CCO | . | . | . | . | . | -0.2 | -1 | -7 | -6

An excerpt from above in order of molecular weight, highest first.
item | SMILES | OXTR potentiator | CHO parental Ca | OXTR ag | GPR7 antag | V1R ag counter | CHO-K1 Ca ag | CHO-K1 Ca antag | M1 PAM parental | TAAR1 antag
44 | CC(=O)c1ccc(N2C(=O)CC(N3CCN(S(=O)(=O)c4cc(C)ccc4C)CC3)C2=O)cc1 (stereo unspecified) | -2 | -7 | 0.7 | . | 1.5 | 0.7 | -6 | -2 | 1
45 | COCc1c(C(=O)OCC(=O)N2c3ccccc3NC(=O)C2(C)C)oc2ccccc12 | . | . | . | 7 | . | 4.3 | 30* | -4 | 47
48 | O=c1c(=O)n(CCO)n(CCO)c(=O)n1CCO | . | . | . | . | . | -0.2 | -1 | -7 | -6
43 | O=Cc1ccc(-c2ccc([N+](=O)[O-])cc2Cl)o1 | . | . | . | -8 | . | 7.6 | 11 | 7 | -2

(next part)
item | SMILES | OXTR potentiator | CHO parental Ca | OXTR ag | GPR7 antag | V1R ag counter | CHO-K1 Ca ag | CHO-K1 Ca antag | M1 PAM parental | TAAR1 antag
49 | O=C(Cc1c(O)c2ccccc2[nH]c1=O)NCc1ccc(F)cc1 | -3 | -13 | 0.1 | -12 | 0.5 | 0.6 | -14 | 17 | -4
50 | O=C1CCC([N+](=O)[O-])C(c2ccc(-c3ccccc3)cc2)N1 (stereo unspecified) | -6 | -10 | 1.7 | . | 0.8 | 0.2 | -1 | 3 | 11
51 | Cc1ccc(-c2nnc(SC(C)C#N)n2N)cc1 (stereo unspecified) | -19 | -7 | -1.8 | 7 | -0.8 | -0.5 | -3 | 14 | -16
52 | Cc1oc(-c2ccc(Cl)cc2)nc1CN1CCCC(C(=O)NCc2cccnc2)C1 (stereo unspecified) | 0 | -18 | 1.3 | -9 | 2.0 | 1.8 | -5 | 13 | -3
53 | Cc1cc(NC(=O)Cn2nc(C(=O)O)c3ccccc3c2=O)ccc1Br | -19 | -9 | 0.9 | -5 | 1.1 | 0.6 | -14 | -6 | 7
54 | O=C(CSc1nc(-c2cccs2)cc(C(F)(F)F)n1)Nc1cc(OCC(F)(F)F)cc([N+](=O)[O-])c1 | 1 | 0 | 0.8 | -7 | 0.9 | -0.1 | -6 | 18 | -2
